Compound activity: PubChem, Broad Institute
RAD54 inh = blocks human RAD54 Holliday junction branch migration | inhibition, % at 10.4 µM | Q92698 | 360,000 compounds, 0.14% hits | FAM/BHQ fluorescence;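 active means mean normalized replicate activity at least 40 and at least half of replicates scoring 40 or more; inconclusive means only one of the two criteria met; inactive means mean below 40 and under half of replicates reaching 40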;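 further: 0% = median of neutral control wells and 100% = median of positive control wells; inhibitors cause a drop in the FAM fluorescence signal; in these data hits start at about 50%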
ERp5 inh = inhibitors of human ERp5; inhibition, % at 9.99 µM; ERp5 insulin aggregation, absorbance 650 nm, 90 min; 350,000 compounds, 0.05% hits;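 active means mean replicate inhibition above about 25%, with every replicate also reaching it, limit read from the data, passing the limit was not always enough; inconclusive means only one of those two criteria met; inactive means neither criterion met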
ARNT-TACC3 inh = disruptors of human ARNT/TACC3 interaction | Q9Y6A5 | AlphaScreen His-ARNT PAS-B/GST-TACC3 binding, luminescence; TACC3 fragment carries E629A point mutation | inhibition, % at 9.99 µM | 390,000 compounds, 0.66% hits | AID 623870;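 active means mean inhibition of replicates at least 50% and at least half of replicates each reaching 50%; inconclusive means half or more replicates reach 50% but mean below 50%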;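 further: 0% = complete ARNT plus TACC3 wells and 100% = ARNT alone without TACC3; many hits fall short of the cut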
CASP6 VEID inh = blocks human caspase-6 cleavage activity; P55212; purified caspase-6, Z-VEID-R110 cleavage fluorescence; inhibition, % at 12.5 µM; 350,000 compounds, 0.53% hits; AID 686996;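 active means mean inhibition across replicates at least about 35%, with every replicate also reaching that limit, limit read from the data; inconclusive means only one of the two criteria met; inactive means neither criterion met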;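 further: 0% = median of neutral control wells and 100% = no fluorescence left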
esBAF inh = blocks esBAF chromatin remodeling in mouse ES cells; Bmi1-luciferase knock-in reporter, 24 h; 100% = twice the neutral-well signal; reporter increase, % at 12.5 µM; 350,000 compounds, 2% hits; AID 602393; in the data active means activation above about 40%; inconclusive means no clear call, values can overlap the other calls;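 further: 0% = median of the plate's neutral control wells and 100% = double that signal; a rise in the Bmi1 reporter signal indicates esBAF inhibition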
RAD52 inh = blocks human RAD52 DNA annealing | P43351 | recombinant RAD52 DNA annealing, FRET fluorescence | inhibition, % at 18.7 µM | 360,000 compounds, 0.46% hits | AID 651710;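 active means every replicate showing at least 50% inhibition; inconclusive means mean inhibition at least 50% but not in every replicate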
Target sequence (P43351 whole entry, looked up): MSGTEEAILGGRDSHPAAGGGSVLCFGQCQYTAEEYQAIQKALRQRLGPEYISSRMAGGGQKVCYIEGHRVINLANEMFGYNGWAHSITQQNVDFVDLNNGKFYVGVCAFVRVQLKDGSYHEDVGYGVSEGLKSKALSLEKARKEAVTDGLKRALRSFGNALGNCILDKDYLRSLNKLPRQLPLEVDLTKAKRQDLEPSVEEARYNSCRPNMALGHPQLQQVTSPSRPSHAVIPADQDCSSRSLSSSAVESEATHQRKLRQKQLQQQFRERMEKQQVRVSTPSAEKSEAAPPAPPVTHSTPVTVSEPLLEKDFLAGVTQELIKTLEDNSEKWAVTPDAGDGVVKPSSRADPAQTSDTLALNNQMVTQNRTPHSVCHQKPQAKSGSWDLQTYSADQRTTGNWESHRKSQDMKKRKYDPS
E-selectin induc = induces E-selectin expression in human endothelial cells | P16581 | AID 686992 | activation, % at 7.58 µM | HUVEC E-selectin immunofluorescence imaging; normalized: neutral wells 0, TNF-alpha wells 100 | 260,000 compounds, 0.37% hits;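 active means mean E-selectin-positive cell signal at least 10% of the positive control, reached in at least 60% of replicates, without over 20% cell loss; inconclusive means no rule given, readout overlaps actives, possibly toxicity-flagged; inactive means the rest, including those meeting only one limit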;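 further: in these data hits start at about 27%; measured in HUVEC primary endothelial cells; signal is the percent of cells scored E-selectin positive by PE staining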
Target sequence (P16581 whole entry, looked up): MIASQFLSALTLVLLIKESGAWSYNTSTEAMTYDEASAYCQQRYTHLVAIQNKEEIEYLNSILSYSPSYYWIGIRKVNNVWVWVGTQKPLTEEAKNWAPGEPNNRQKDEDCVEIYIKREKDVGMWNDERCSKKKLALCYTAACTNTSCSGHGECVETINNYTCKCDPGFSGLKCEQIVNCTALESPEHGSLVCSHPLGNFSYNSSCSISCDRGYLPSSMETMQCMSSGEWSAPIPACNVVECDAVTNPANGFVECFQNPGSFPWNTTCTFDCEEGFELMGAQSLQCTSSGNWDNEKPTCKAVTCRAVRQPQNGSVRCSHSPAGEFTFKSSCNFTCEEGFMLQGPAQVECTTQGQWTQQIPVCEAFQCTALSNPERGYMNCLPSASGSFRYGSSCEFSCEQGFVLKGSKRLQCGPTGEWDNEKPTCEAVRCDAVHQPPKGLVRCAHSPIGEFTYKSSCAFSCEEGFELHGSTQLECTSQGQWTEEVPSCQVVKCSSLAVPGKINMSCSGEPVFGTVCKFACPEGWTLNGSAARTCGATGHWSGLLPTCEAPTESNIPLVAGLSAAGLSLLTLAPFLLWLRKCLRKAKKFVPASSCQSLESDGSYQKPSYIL
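System: HUVEC, human umbilical vein endothelial cells; quantity: 3,000 cells/well; buffer or medium: EGM-2 medium, gelatin-coated wells; dosing: single-point compound dose; detection: immunofluorescence imaging; evaluation: % PE-positive cells; benchmarks: TNF-alpha, DMSO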
PglD DTNB = inhibitors of Campylobacter jejuni PglD acetyltransferase. 360,000 compounds, 0.098% hits. inhibition, % at 12.5 µM. purified PglD enzyme, DTNB colorimetric CoA detection; in the data active means inhibition above about 16%, passing the limit was not always enough; inconclusive means no clear call, values can overlap the other calls; further: strong numbers were not always called active
Active calls of the source: *; ? = inconclusive; . = no result given; & = joins results of further samples.

compound	RAD52 inh	E-selectin induc	RAD54 inh	CASP6 VEID inh	ARNT-TACC3 inh	PglD DTNB	ERp5 inh	esBAF inh
CCOc1ccc(N2C(=O)CC(N(CCc3ccc(OC)cc3)C(=O)c3cccc(F)c3)C2=O)cc1 (centres undefined)	-3	-0.5	.	1	-1	.	-3	.
O=C(Cn1c(=O)cnc2ccccc21)NCC(=O)Nc1ccc(F)c(F)c1	-16	1.2	7	0	.	9	4	-5
O=C(O)c1ccc(N/N=C/c2c[nH]c3ccccc23)cc1	-57	.	-5	2	0	1	0	-42
Cc1ccc(C(=O)NNC(=O)c2ccc(C)cc2)cc1	-5	.	.	0	-5	.	0	.
N=C1C(c2ccccc2)=C(O)CN1NC(=O)c1ccccc1	-20	.	.	-1	3	.	4	.
O=C(CNC(=O)OCc1ccccc1)Nc1ccc(F)cc1	0	-0.3	-5	-3	.	-2	-7	-1
Cc1ccc(-c2noc(CN(C(=O)CCCN3C(=O)c4ccccc4C3=O)C(C)C)n2)cc1	.	.	5	.	-1	-3	.	14
CCN(C(=O)COC(=O)C12CC3CC(CC(NC(C)=O)(C3)C1)C2)C1CCCCC1	-3	-0.3	5	-3	1	0	7	3
C[C@@H]1CN([C@@H](C)CO)S(=O)(=O)c2ccc(Br)cc2O[C@H]1CN(C)C(=O)c1ccccc1	-16&-2	5.5&-0.1	5&7	-1&-4	-5	-3&0	-1&3	0&6
COc1ccc(C(=O)NC(C)CCc2ccccc2)c(O)c1 (centres undefined)	-9	0.2	-4	-2	-15	3	-6	?

(further entries)
compound	RAD52 inh	E-selectin induc	RAD54 inh	CASP6 VEID inh	ARNT-TACC3 inh	PglD DTNB	ERp5 inh	esBAF inh
CCN(CC)S(=O)(=O)c1ccc(C(=O)NCCN2C(=O)S/C(=C\c3cccnc3)C2=O)cc1	-29	.	.	-2	-4	.	-1	.
CCCC(=O)NC(c1ccco1)c1cc(Cl)c2cccnc2c1O (centres undefined)	.	.	-4	.	1	3	.	-7
COC(=O)/C=C/c1ccc(-n2cncn2)cc1	-16	.	-5	1	.	-4	-2	4
Cc1noc(C)c1NC(=O)Nc1ccc2c(c1)C(=O)N([C@H](C)CO)C[C@H](C)[C@@H](CN(C)C(=O)c1ccccc1)OCCCC[C@H](C)O2	0	-0.2	-1	4	-11	-32	2	1
COc1ccc(CN2C(=O)C(CC(=O)NC3CC3)CC(C(=O)N3CCOCC3)=C2C)cc1 (centres undefined)	9	0.5	1	1	.	-1	-6	-3
Cc1ccccc1S(=O)(=O)NCC[C@@H]1CC[C@@H](NC(=O)Nc2cccc(Cl)c2)[C@@H](CO)O1	20	0.6	-7	-1	-2	7	4	11
CN(C)c1ccc(C=NN2C(=O)CSC2=S)c(Cl)c1	-2	0.1	4	1	.	-2	-1	-3
COc1cc(OC)cc(C(=O)N2CCN(c3ncccn3)CC2)c1	-4	.	-3	0	-3	1	-5	-1
Nc1c(N(CCC2=CCCCC2)C(=O)Cc2ccccc2F)c(=O)[nH]c(=O)n1Cc1ccccc1	-13	-0.2	-1	0	-6	5	0	12
CCNC(=O)C[C@@H]1CC[C@H]2[C@H](COc3ccc(NC(=O)c4ccc5c(c4)OCO5)cc3C(=O)N2C)O1	10	0.1	-16	-1	-2	1	-3	5

(continued)
compound	RAD52 inh	E-selectin induc	RAD54 inh	CASP6 VEID inh	ARNT-TACC3 inh	PglD DTNB	ERp5 inh	esBAF inh
C[C@H]1CN([C@@H](C)CO)C(=O)c2cc(-c3ccc(F)cc3)cnc2O[C@@H]1CN(C)C(=O)Cc1ccccn1	-7	-0.3	1	2	15	8	2	-12
Cc1ccc(NS(=O)(=O)c2cc(C(=O)Nc3cccc([N+](=O)[O-])c3)ccc2C)cc1	-12	.	-5	-2	-2	7	-1	.
CCN1C(=O)C2(C(C(=O)c3ccc(C)o3)=C(O)C(=O)N2CCCN2CCOCC2)c2ccccc21 (centres undefined)	.	.	-4	.	-35	-1	.	4
C[C@@H](CO)NC(=O)c1ccc2c3n(nc2c1)-c1ccc(Cl)cc1CO3	.	-0.1	14	.	3	-2	.	81*
CC(C)CC(=O)N[C@H](C(=O)N[C@H](C(=O)N[C@@H](CC(C)C)[C@@H](O)CC(=O)N[C@@H](C)C(=O)N[C@@H](CC(C)C)[C@@H](O)CC(=O)O)C(C)C)C(C)C	2&-2	-1.3&-0.2	-10&-15	0&11	-4	-4&-3	-4&-4	-1&-4
O=C(Nc1c(-c2ccc3c(c2)OCO3)[nH][nH]c1=O)c1ccccc1	-4	-0.1	-3	45*	.	-5	15	7
C/C(=N\Nc1nc(N)cc(Cl)n1)c1ccc(Cl)c(Cl)c1	-20	.	.	-3	9	.	-3	.
CCCCn1c(N)c(NCCC(C)C)c(=O)[nH]c1=O	-18	.	-8	2	6	-5	-6	.
CC(=O)N1CCCCN2[C@H](C1)[C@H](c1ccc(C#Cc3ccccc3F)cc1)[C@@H]2CO	4	0.3	6	3	-2	0	-2	.
COc1cccc(-c2cnc3c(c2)C(=O)N([C@H](C)CO)C[C@H](C)[C@H](CN(C)Cc2ccc(C(=O)O)cc2)O3)c1	7	0.0	4	1	0	4	2	0

Other records:
compound	RAD52 inh	E-selectin induc	RAD54 inh	CASP6 VEID inh	ARNT-TACC3 inh	PglD DTNB	ERp5 inh	esBAF inh
COc1ccc(CN2CCC(C(=O)c3ccc(F)cc3)CC2)cc1	-15	.	0	1	-3	-2	-2	1
Cc1ccc(C(=O)NNC(=O)c2cc(OCC(F)(F)F)ccc2OCC(F)(F)F)cc1	.	.	-5	.	-9	0	.	-2
Cn1c(=O)c2cc(S(=O)(=O)NC(C(=O)NC3CCCCC3)c3ccccc3)ccc2n(C)c1=O (centres undefined)	-23	0.0	-3	1	-11	-1	7	-2
O=C(c1cc(-c2ccc(F)cc2)on1)N1CCCC1	.	.	5	.	13	0	.	-26
C[C@H](CO)N1C[C@H](C)[C@@H](CN(C)S(=O)(=O)c2ccc(F)cc2)Oc2ccc(NC(=O)Cc3cn(C)c4ccccc34)cc2C1=O	-10	-0.2&0.8	5&1	-1	-1	-5&1	6	-4&15
Cc1ccc(NC(=O)NC(=O)N(C(C)C)S(=O)(=O)c2ccc(C)cc2)cc1	4	.	4	-1	-2	1	-1	3
Cc1ccccc1NC(=O)C(=O)NC(C)CCc1ccccc1 (centres undefined)	-9	.	.	0	31	.	2	.
CCc1ccc(CN2CC(C(=O)O)CC2=O)cc1 (centres undefined)	-3	.	7	0	-7	2	-3	-7
C[C@@H]1CCCCO[C@@H](CN(C)C(=O)CCC(F)(F)F)[C@H](C)CN([C@@H](C)CO)C(=O)c2cc(NC(=O)NC3CCCCC3)ccc2O1	-5	0.7	-9	-2	0	-1	-4	5
CC(C)(C)NC(=O)C(c1ccncc1)N(C(=O)Cn1nnc(-c2cccs2)n1)C1CCCCC1 (centres undefined)	.	0.4	1	.	-1	1	.	.

New compounds follow.
compound	RAD52 inh	E-selectin induc	RAD54 inh	CASP6 VEID inh	ARNT-TACC3 inh	PglD DTNB	ERp5 inh	esBAF inh
CC(=O)N1CCc2cc(S(=O)(=O)NCCC(=O)NC3CCCCCC3)ccc21	0	0.2	1	-2	5	-3	-1	8
COc1ccc(C)cc1NC(=O)CSc1nc(=O)n(CCCN2CCOCC2)c2c1CCCC2	-7	.	-1	0	1	1	-5	0
CC(=O)C1C(c2ccc(OC(F)F)cc2)NC(=O)NC1(O)C(F)(F)F (centres undefined)	-4	2.6	2	-6	-6	0	-1	1
CC(C)C[C@H](NC(=O)OC(C)(C)C)C(=O)N[C@@H](CO)[C@H](O)[C@@H]1C[C@@H]1C(=O)N1CCCC1	-4	.	-12	0	-4	-3	-1	-8
COc1cc(CCC(=O)Nc2ccncc2Cl)cc(OC)c1OC	-11	-0.2	-8	-2	30	-3	6	.
C[C@H](CO)N1C[C@H](C)[C@H](CN(C)Cc2cccc(C(F)(F)F)c2)Oc2ncc(-c3cc4ccccc4o3)cc2C1=O	-5	0.0	5	-2	0	3	-15	3
CCCCc1nc2n[nH]c(N)c2c2c1CCC2	.	.	7	.	3	0	.	0
C[C@H]1CN([C@@H](C)CO)C(=O)c2cc(NS(=O)(=O)c3cccs3)ccc2O[C@H]1CN(C)CC1CCCCC1	0	0.3	4	1	12	2	-2	-6
COc1ccc(N2C[C@H](CSC)[C@@H](CC(=O)Nc3ccc(Br)cc3)C2=O)cc1	-8	0.0	5	1	.	-4	1	-2
COc1ccc(N(CC(=O)NCCc2cccc(C)c2)S(=O)(=O)c2c(C)noc2C)cc1	.	.	-2	.	-7	1	.	-2

Additional entries follow.
compound	RAD52 inh	E-selectin induc	RAD54 inh	CASP6 VEID inh	ARNT-TACC3 inh	PglD DTNB	ERp5 inh	esBAF inh
CC(=O)c1ccc(NC(=S)N(Cc2ccccc2)C(C)C2CC2)cc1 (centres undefined)	-41	1.2	.	6	0	.	0	.
CCC(CC)C(=O)c1c[nH]c(C(=O)NCc2ccccn2)c1	-7	-3.5	5	1	.	7	0	-4
O=C1N/C(=C\c2ccc(O)cc2)C(O)=C1C=NCc1ccccc1	.	.	6	.	3	-6	.	4
O=C(CCc1ccccc1)NNC(=O)Nc1ccc(Br)cc1	-10	.	-2	2	-6	-3	4	11
COc1cc2c(cc1NC(=O)COC(=O)[C@@H](NC(=O)c1ccccc1)C(C)C)oc1ccccc12	-12	.	11	-2	2	-2	0	27
CN(C)C(=O)C[C@H]1C=C[C@H](NC(=O)C2CC2)[C@H](CO)O1	-3	2.0	-7	1	-3	0	-5	-3
COc1ccc(Nc2ncnc3sccc23)c(OC)c1	-3	.	-10	-2	4	-1	0	6
O=C(NCCCN1CCCC1)c1ccc(Cn2c(=S)[nH]c3ccc(Br)cc3c2=O)cc1	47	7.2	.	0	.	.	3	.
O=C1COc2ccc(C(=O)C[n+]3cccc(O)c3)cc2N1	-1	-0.1	7	1	23	10	0	1
COc1ccc(Nc2cc(C)nc(N3CCN(C(=O)c4ccc5c(c4)OCO5)CC3)n2)cc1	-11	0.3	0	1	-5	4	-2	.

Additional entries follow.
compound	RAD52 inh	E-selectin induc	RAD54 inh	CASP6 VEID inh	ARNT-TACC3 inh	PglD DTNB	ERp5 inh	esBAF inh
O=C(COC(=O)c1cncc(Br)c1)NC1CCCCCC1	-21	.	.	1	2	.	5	.
CC(Cc1cccs1)NC(=S)Nc1ccc(Cl)c(Cl)c1 (centres undefined)	-14	0.0	2	-1	.	-13	0	11
O=C(NCC1CCCO1)c1cccc(NC(=O)c2cccs2)c1 (centres undefined)	-5	.	.	-1	-1	.	1	.
Cc1c(Cl)c(C(F)F)nn1CC(=O)NC1C(=O)N2C(C(=O)O)=C(CSc3nnnn3C)CSC12 (centres undefined)	-17	0.2	.	38*	-6	.	-2	.
Cc1ccc(NC(=O)/C=C/c2cccc([N+](=O)[O-])c2)nc1	8	.	.	2	-1	.	2	.
COc1ccc(C(=O)Nc2cccc3cccnc23)cc1OC	-7	.	7	-1	-24	-2	6	23
CC(C)c1ccc(CNc2nc(NCC3CC3)nc3ccsc23)cc1	71*	0.7	-3	-1	.	-1	13	.
CCCCc1n[nH]c2c1/C(=N/O)CC(c1ccccc1)C2 (centres undefined)	.	.	-1	.	-2	0	.	36
